HCMV antiviral: human cytomegalovirus inhibition; HFF cells, HCMV-luciferase reporter, 72 h; hits give low values; actives 4.5% (n = 410,000); activity change, negative = inhibition, % at 57.5 µM; in the data active means activity change below about -60%; inconclusive means no clear call, values can overlap the other calls; inactive means above about -39%
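After 16 h attachment at 37C, HFF cells received test compound and HCMV-luciferase (1 PFU/cell); reporter luminescence read 72 h later, data normalized against buffer-only and known inhibitor Salinomycin.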
AMA1 RON2 block: AMA1-RON2 (P. falciparum) interaction inhibition | AlphaScreen AMA1-biotinylated RON2 peptide binding | Potency, µM (top dose mostly 58.2 µM), for the others: at the highest dose activity change, negative = inhibition, hits mostly inhibitors | actives 0.2% (n = 360,000);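 further: potency means the concentration at half of the fitted maximal effect; 0% = vehicle wells and -100% = peptide control; nearly all actives have a fitted effect of over 45% in size; some results filed as inactive show a strong effect at the top dose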
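AMA1 (3D7) with his tag at 25 nM final met compounds first, then biotinylated RON2 peptide at 25 nM; detection used donor plus acceptor beads, 10 µg/mL apiece, read by AlphaScreen after 30 min at room temperature.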
AmpC inh detg: AmpC beta-lactamase inhibition with detergent present. AmpC hydrolysis of nitrocefin, absorbance 480 nm, 0.01% Triton. Potency, µM (titrated, usually from 114 µM), without a hit: at the top dose activity change, negative = inhibition, usual class: inhibitors. actives 0.041% (n = 370,000). AID 485294;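 further: potency means the concentration at half of the fitted maximal effect; 0% = no-compound wells and -100% = no-enzyme wells; nearly all actives have a fitted effect of over 25% in size; some results filed as inactive show a strong effect at the top dose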
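20 mM phosphate pH 7.0 + 0.01% (detergent screen) or 0.0001% Triton X-100; 5.3 nM AmpC reagent; cpd preinc 15 min RT; nitrocefin (800 uM stock) to start; A480 q20 s × 4 min; Activity was normalised to no-enzyme and no-compound control wells.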
FBPA Giardia inh: Giardia lamblia aldolase inhibition | A8B2U2 | purified Giardia FBPA | Potency, µM (top dose mostly 59.6 µM), for inactives: top-dose activity, negative = inhibition, usual class: inhibitors | actives 0.71% (n = 290,000); further: potency means the concentration at half of the fitted maximal effect; nearly all actives have a fitted effect of over 55% in size
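Giardia FBPA (40 nM reagent) was preincubated 10 min at RT with compound (up to 57.5 uM final), then substrate plus GAPDH/TPI/NAD/arsenate coupling system with diaphorase/resazurin was added; resorufin fluorescence (525/598 nm) was read after 20 min.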
HCV inhibitor: HCV inhibition; Huh7.5.1 HCVcc-Cre infection, luciferase reporter, 44 h; actives 3.4% (n = 340,000); Potency, µM (doses to about 41.8 µM), inactives show at the top dose activity change, negative = inhibition, actives largely listed as inhibitors; further: potency means the concentration at half of the fitted maximal effect
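Cells (1,000/well) were plated 4 h before compound, then infected with HCVcc-Cre virus (~0.5 moi). After 44 h further culture, infection was read as luciferase luminescence following a 15 min substrate incubation at room temperature.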
Sm TGR block: blocks Schistosoma mansoni thioredoxin glutathione reductase. Q962Y6. purified TGR, DTNB reduction, TNB absorbance 405 nm. Potency, µM (titrated, usually from 114 µM), without a hit: top-dose activity change, negative = inhibition, usual class: inhibitors. actives 3% (n = 360,000). AID 485364; further: potency means the concentration at half of the fitted maximal effect; nearly all actives have a fitted effect of over 60% in size
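First, TGR (20 nM dispensed) and NADPH were mixed with compound. Second, a 15 min room-temperature incubation followed. Third, further NADPH and then DTNB were added to start the reaction. Finally, TNB absorbance was monitored kinetically.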
The depositor's hits bear a star; & = joins results of further samples; [ ] = dose if it differs, or a comment. Unless noted, the call rests on the fitted dose curve; in most records, active means well fitted curve in the direction sought with a large enough effect; inconclusive means small, poorly fitted or top-dose-only effect, or another doubt; inactive means no such curve, though single readings can be large; an effect the other way counts as inactive or inconclusive. Unless noted, on the % scale 0 is the no-effect control and ±100 the full control effect.

What do the screens show for `COc1ccc(NC2=C(c3ccc(C(F)(F)F)cc3)C(=O)c3ccccc32)cc1`?
HCMV antiviral: 11; AmpC inh detg: 12%; Sm TGR block: 11%

What do the screens show for `Cc1ccc(OCC(O)CN2CCN(CC(O)COc3ccc(C)cc3)CC2)cc1` (configuration not stated)?
HCMV antiviral: -6; AMA1 RON2 block: -9%; AmpC inh detg: -1%; FBPA Giardia inh: 5%; HCV inhibitor: -30%; Sm TGR block: 1%

Results for CCc1onc(C)c1C(=O)Nc1ccc(N2CCOCC2)cc1 ?
HCMV antiviral: -15; AMA1 RON2 block: 2%; AmpC inh detg: -14%; HCV inhibitor: 1%; Sm TGR block: 2%

What do the screens show for `O=c1[nH]c(=O)n(C2CCCCCC2)c(O)c1C=NCC1CCCO1` (configuration not stated)?
HCMV antiviral: 7; AMA1 RON2 block: 6%; AmpC inh detg: -2%; FBPA Giardia inh: -18%; HCV inhibitor: 11%; Sm TGR block: -3%

What do the screens show for `CC1(C)CC(N(Cc2cccs2)C(=O)c2ccco2)CCO1` (configuration not stated)?
HCMV antiviral: 39; AMA1 RON2 block: -5%; AmpC inh detg: -9%; FBPA Giardia inh: -1%; HCV inhibitor: 2%; Sm TGR block: inconclusive

Results for O=C(NNC(=O)c1cc(Br)c(Br)s1)c1ccncc1 ?
HCMV antiviral: 26; AMA1 RON2 block: 52%[activator]; AmpC inh detg: -6%; HCV inhibitor: -17%; Sm TGR block: -1%

Results for c1nnn(C23CC4CC(CC(C4)C2)C3)n1 ?
HCMV antiviral: -7; AMA1 RON2 block: 0%; AmpC inh detg: -4%; FBPA Giardia inh: 5%; HCV inhibitor: 1%; Sm TGR block: 7%

How did CCN(C(=O)Cc1c(C(=O)O)n(C)c2ccccc12)c1ccc(F)cc1 do in these assays?
HCMV antiviral: -6; AMA1 RON2 block: -7%; AmpC inh detg: 4%; FBPA Giardia inh: 9%; HCV inhibitor: 11%; Sm TGR block: 4%

Results for COc1ccc(-c2cc(=O)c3c(C)cc(O)cc3o2)cc1 ?
HCMV antiviral: 135; AMA1 RON2 block: -10%; HCV inhibitor: inconclusive

What do the screens show for `COCCNC(=O)C1CCN(C(=O)C2CC(=O)N(c3ccc(C)cc3)C2)CC1` (configuration not stated)?
HCMV antiviral: 3; AMA1 RON2 block: 8%; AmpC inh detg: -5%; FBPA Giardia inh: 20%; HCV inhibitor: 23%; Sm TGR block: 2%

How did CS(=O)(=O)N(CC(=O)N/N=C/c1ccc(OCC(=O)N2CCOCC2)cc1)c1ccccc1Cl do in these assays?
HCMV antiviral: inconclusive; AMA1 RON2 block: 11%; AmpC inh detg: -3%; FBPA Giardia inh: 5%; HCV inhibitor: 31%[activator]; Sm TGR block: -13%

Results for Cc1ccc(S(=O)(=O)N2CCOC2CNC(=O)C(=O)NCCc2ccc(S(N)(=O)=O)cc2)cc1 (configuration not stated) ?
HCMV antiviral: -32; AMA1 RON2 block: -9%; AmpC inh detg: 0%; FBPA Giardia inh: -3%; HCV inhibitor: 2%; Sm TGR block: -4%

What do the screens show for `O=C(N/N=C/c1cc(Br)c(O)c([N+](=O)[O-])c1)C(O)(c1ccccc1)c1ccccc1`?
HCMV antiviral: 15; AMA1 RON2 block: 49%[activator]; HCV inhibitor: 1%

What do the screens show for `Cc1ccc(-c2cc(C(=O)N/N=C/c3c[nH]c4ccccc34)[nH]n2)cc1`?
HCMV antiviral: -20; AMA1 RON2 block: 20%; AmpC inh detg: -1%; FBPA Giardia inh: 7%; HCV inhibitor: inconclusive; Sm TGR block: 1%

Results for CCOc1cc(NC(=S)NCCCN2CCOCC2)c(OCC)cc1NC(=O)C1CC1 ?
HCMV antiviral: 29; AMA1 RON2 block: 15%; AmpC inh detg: -7%; FBPA Giardia inh: 0%; HCV inhibitor: 5%; Sm TGR block: -26%

How did CCOc1ccccc1NC(=O)CCn1c(-c2ccc(OC)cc2)cc(C(C)=O)c1C do in these assays?
HCMV antiviral: 0; AmpC inh detg: -1%; Sm TGR block: 0%

Results for O=C(N/C(=C\c1ccc([N+](=O)[O-])cc1)C(=O)N1CCOCC1)c1ccco1 ?
HCMV antiviral: 35; AMA1 RON2 block: -6%; AmpC inh detg: -5%; FBPA Giardia inh: 4%; HCV inhibitor: -7%; Sm TGR block: 6%

What do the screens show for `CC1CCC2(CC1)NC(=O)N(CC(=O)Nc1ccc3c(c1)CCC3)C2=O` (configuration not stated)?
HCMV antiviral: -11; AMA1 RON2 block: -4%; AmpC inh detg: -4%; FBPA Giardia inh: -1%; HCV inhibitor: inconclusive; Sm TGR block: 3%

How did COCCN(C(=O)CC1C(=O)NCCN1CC(c1ccccc1)c1ccccc1)C(C)C (configuration not stated) do in these assays?
HCMV antiviral: inconclusive; AMA1 RON2 block: 11%; AmpC inh detg: -10%; FBPA Giardia inh: -21%; HCV inhibitor: 10%; Sm TGR block: inconclusive

What do the screens show for `C[C@H](CO)N1C[C@H](C)[C@@H](CN(C)S(=O)(=O)c2cn(C)cn2)Oc2c(NS(=O)(=O)c3ccccc3)cccc2C1=O`?
HCMV antiviral: -15; AMA1 RON2 block: 1%; HCV inhibitor: 6%

How did CN(C)CCCN1c2ccccc2Sc2ccc(C(F)(F)F)cc21 do in these assays?
HCMV antiviral: inconclusive; AMA1 RON2 block: -22%; AmpC inh detg: -13%; FBPA Giardia inh: -6%; HCV inhibitor: inconclusive; Sm TGR block: 3%

Results for COc1ccccc1C(=O)C1CCCN(C(=O)CSc2ccccn2)C1 (configuration not stated) ?
HCMV antiviral: -19; AMA1 RON2 block: -3%; AmpC inh detg: -4%; FBPA Giardia inh: 0%; HCV inhibitor: 5%; Sm TGR block: 13%

What do the screens show for `N#C/C(=C\c1cccc([N+](=O)[O-])c1)c1ccccn1`?
HCMV antiviral: -16; AMA1 RON2 block: -10%; AmpC inh detg: 3%; FBPA Giardia inh: -10%; HCV inhibitor: -22%; Sm TGR block: -35%

What do the screens show for `COc1ccc(OC)c2[nH]c(=O)c(CCNC(=O)c3cccs3)cc12`?
HCMV antiviral: inconclusive; AMA1 RON2 block: -13%; AmpC inh detg: -2%; FBPA Giardia inh: -28%; HCV inhibitor: inconclusive; Sm TGR block: 4%

How did CCc1cc2c(=O)n(CC)c(SC(C)C(=O)Nc3c(C)n(C)n(-c4ccccc4)c3=O)nc2s1 (configuration not stated) do in these assays?
HCMV antiviral: -2; AMA1 RON2 block: 1%; AmpC inh detg: 2%; FBPA Giardia inh: 5%; HCV inhibitor: 6%; Sm TGR block: -6%

How did CCN(CC(=O)Nc1c(F)cccc1F)C(=O)c1ccc(S(=O)(=O)N2CCC(C)CC2)cc1 do in these assays?
HCMV antiviral: -10; AMA1 RON2 block: 0%[11.6 µM]; AmpC inh detg: inconclusive; HCV inhibitor: 15%; Sm TGR block: -15%

What do the screens show for `O=C(NC(=S)N1CCN(Cc2ccccc2)CC1)c1ccccc1`?
HCMV antiviral: -3; AMA1 RON2 block: 20%; AmpC inh detg: -8%; FBPA Giardia inh: -2%; HCV inhibitor: 21%; Sm TGR block: 0%

How did CN(Cc1ccc2ccccc2c1)C(=O)c1ccc(C(F)(F)F)cc1 do in these assays?
HCMV antiviral: -62*; AMA1 RON2 block: -1%; AmpC inh detg: -6%; FBPA Giardia inh: 11%; HCV inhibitor: 2%; Sm TGR block: -10%

What do the screens show for `Cc1ccc(N2C(=O)C3C4CC(=O)C(c5ccccc54)C3C2=O)cc1C` (configuration not stated)?
HCMV antiviral: -14; AMA1 RON2 block: -3%; AmpC inh detg: 3%; FBPA Giardia inh: 1%; HCV inhibitor: 6%; Sm TGR block: -28%

Results for CCC(C)Sc1nc2c(cnn2-c2ccc(F)cc2)c(=O)[nH]1 (configuration not stated) ?
HCMV antiviral: -11; AMA1 RON2 block: -4%; AmpC inh detg: -8%; FBPA Giardia inh: 6%; HCV inhibitor: -26%; Sm TGR block: -3%

How did CCOC(=O)C1=C(C)N=C2SC(C(=O)OC)=CC(=O)N2C1c1ccc(OC)cc1 (configuration not stated) do in these assays?
HCMV antiviral: 6; AMA1 RON2 block: inconclusive; AmpC inh detg: inconclusive; FBPA Giardia inh: 5%; HCV inhibitor: -1%; Sm TGR block: 4%

Results for CN(c1ccc(C(=O)N2CCCCC2)cc1)S(=O)(=O)c1ccccc1 ?
HCMV antiviral: inconclusive; AMA1 RON2 block: 33%[activator]; AmpC inh detg: -10%; FBPA Giardia inh: 0%; HCV inhibitor: inconclusive; Sm TGR block: 3%

How did COC(=O)c1ccc(NCC(=O)c2ccccc2)cc1 do in these assays?
HCMV antiviral: 29; AMA1 RON2 block: 6%; AmpC inh detg: -12%; FBPA Giardia inh: 29%; HCV inhibitor: -5%; Sm TGR block: 0%

What do the screens show for `Cc1cc(C)c(C#N)c(SCc2cc3c(cc2Cl)OCO3)n1`?
HCMV antiviral: 17; AMA1 RON2 block: -2%; AmpC inh detg: 0%; FBPA Giardia inh: 1%; HCV inhibitor: -8%; Sm TGR block: 2%

How did COC(=O)C1=C(c2ccc3ccccc3c2)C[C@@H]2CC[C@H]1N2C(=O)NCCCOC(C)C do in these assays?
HCMV antiviral: -24; AMA1 RON2 block: 9%; AmpC inh detg: 4%; HCV inhibitor: -17%; Sm TGR block: -14%

How did O=C(OCC(=O)N1CCc2ccccc21)c1ccncc1 do in these assays?
HCMV antiviral: 0; AMA1 RON2 block: 0%; AmpC inh detg: -4%; HCV inhibitor: inconclusive; Sm TGR block: -12%

Results for CCCC(C)(COC(N)=O)COC(=O)NC(C)C (configuration not stated) ?
HCMV antiviral: -34; AMA1 RON2 block: -2%; AmpC inh detg: 0%; FBPA Giardia inh: -2%&-2%&2%; HCV inhibitor: 1%[8.37 µM]; Sm TGR block: 1%

What do the screens show for `COc1cc(-c2[nH]ncc2CN2CCN(Cc3cccs3)CC2)cc(OC)c1OC`?
HCMV antiviral: 23; AMA1 RON2 block: -15%; AmpC inh detg: 3%; FBPA Giardia inh: 9%; HCV inhibitor: inconclusive; Sm TGR block: 4%

Results for CC1Oc2ccccc2N(CC(=O)NC2CCCC2)C1=O (configuration not stated) ?
HCMV antiviral: -33; AMA1 RON2 block: 0%; AmpC inh detg: -5%; FBPA Giardia inh: 6%; HCV inhibitor: 0%; Sm TGR block: -8%

Arranged by count of non-hydrogen atoms (rising): four of the compounds above.
What do the screens show for `N#C/C(=C\c1cccc([N+](=O)[O-])c1)c1ccccn1`?
HCMV antiviral: -16; AMA1 RON2 block: -10%; AmpC inh detg: 3%; FBPA Giardia inh: -10%; HCV inhibitor: -22%; Sm TGR block: -35%

How did O=C(OCC(=O)N1CCc2ccccc21)c1ccncc1 do in these assays?
HCMV antiviral: 0; AMA1 RON2 block: 0%; AmpC inh detg: -4%; HCV inhibitor: inconclusive; Sm TGR block: -12%

What do the screens show for `COc1cc(-c2[nH]ncc2CN2CCN(Cc3cccs3)CC2)cc(OC)c1OC`?
HCMV antiviral: 23; AMA1 RON2 block: -15%; AmpC inh detg: 3%; FBPA Giardia inh: 9%; HCV inhibitor: inconclusive; Sm TGR block: 4%

How did CCc1cc2c(=O)n(CC)c(SC(C)C(=O)Nc3c(C)n(C)n(-c4ccccc4)c3=O)nc2s1 (configuration not stated) do in these assays?
HCMV antiviral: -2; AMA1 RON2 block: 1%; AmpC inh detg: 2%; FBPA Giardia inh: 5%; HCV inhibitor: 6%; Sm TGR block: -6%

Compounds as they come; any-hit rate near 9.3%.
